Source: PubChem BioAssay
RmlC RmlD mix – mixture blocks RmlC and RmlD coupled enzyme activity. actives 0.39% (n = 110,000). RmlC/RmlD coupled enzyme inhibition, 384-well mixture HTS. inhibition, % at 5.5 µM; in the data active means inhibition above about 30%, passing the limit was not always enough; inconclusive means no clear call, values can overlap the other calls; further: strong numbers were not always called active
RT RNaseH block – inhibitors of HIV-1 reverse transcriptase RNase H | actives 1.9% (n = 65,000) | RT-RNase H RNA/DNA duplex cleavage, fluorescence | AID 565 | inhibition, % at 10 µM | P04585; in the data active means inhibition above about 50%
* marks the source's active call; other numbers are inactive results; ? = inconclusive; nt = not tested or not shown. An excerpt; the hit share may differ from the screen's.

item	structure	RmlC RmlD mix	RT RNaseH block
1	COc1ccc(N2C(=O)C(CC(=O)Nc3ccccc3)N(Cc3cccs3)C2=O)cc1 (centres undefined)	10.1	nt
2	COc1cc(OC)cc(C(=O)N2CCN(c3ccccc3F)CC2)c1	nt	-13.7
3	COc1cc(C(=S)N2CCOCC2)cc(OC)c1OS(=O)(=O)c1ccc(NC(C)=O)cc1	8.6	nt
4	O=C1CCCCCCC1Sc1ccccc1[N+](=O)[O-] (centres undefined)	-11.4	nt
5	COc1ccccc1C1(CC(=O)O)CCOC(C)(C)C1 (centres undefined)	2.3	-1.2
6	CC(C)n1cnc2cc(NCc3ccco3)ccc21	11.5	nt
7	Cc1ccc(/C=C/C2=Cc3c(sc(NC(=O)CSc4n[nH]c(N)n4)c3C#N)C(C)(C)C2)o1	22.1	95.7*
8	O=C(O)CNS(=O)(=O)c1ccc(Br)s1	-15.5	0.2
9	CCCCCn1c(=O)c(C(=O)Nc2ccncc2)c(O)c2ccccc21	nt	82.5*
10	CSc1ncccc1C(=O)OCC(=O)NC1CCS(=O)(=O)C1 (centres undefined)	64.2	-1.4
11	CN(C)c1nc(OCCNC(=O)Nc2ccccc2)nc(N(C)C)n1	-4.0	-5.5
12	CCOC(=O)c1sc(-n2[nH]c(C)cc2=O)nc1C	8.6	17.2
13	CC1CCN(c2c(NCc3ccc(C(=O)N4c5ccccc5CC4C)cc3)c(=O)c2=O)CC1 (centres undefined)	-6.8	2.1
14	COC(=O)c1sc2nc(CSc3nc4ccc(C)cc4[nH]3)[nH]c(=O)c2c1C	-1.0	nt
15	Cn1ncc(Br)c1C(=O)N/N=C/c1ccc(OS(=O)(=O)c2ccccc2)cc1	-13.9	nt
16	CCS(=O)(=O)Nc1ccc(-c2nc3cccnc3s2)cc1	?	nt
17	CCC(=O)OC1(C)C(=O)C=C2C=C(CCCCNC(=O)OC(C)(C)C)OC=C2C1=O (centres undefined)	9.2	nt
18	COc1ccccc1NC(=O)N1CCCC1C(=O)NC12CC3CC(CC(C3)C1)C2 (centres undefined)	2.6	-4.7
19	c1ccc(-c2nc(NCc3ccco3)c3ccccc3n2)cc1	1.2	nt
20	O=C(CN1C(=O)c2ccccc2S1(=O)=O)NCc1ccc2c(c1)OCO2	-6.2	nt
21	O=C1c2ccccc2C(=O)N1CSc1ncccn1	9.4	-105.2
22	CCOC(=O)C1=C(N)OC2=C(C(=O)CCC2)C1c1ccc(C)s1 (centres undefined)	-10.0	-6.1
23	CCN1C(=O)C2(C(C#N)=C(N)Oc3n[nH]c(-c4ccc(Cl)cc4)c32)c2ccccc21 (centres undefined)	-8.5	nt
24	CCOC(=O)c1ccc2[nH]c(C)c(C)c2c1	2.2	nt
25	Cc1nn2c(-c3cccc(NC(=O)c4ccco4)c3)nnc2c2ccccc12	14.2	-21.4
26	Cc1ccc2occ(C3N[C@H](C(=O)O)CS3)c(=O)c2c1 (some centres undefined)	0.1	nt
27	CCNS(=O)(=O)c1ccc(OC)c(C)c1	8.4	-20.1
28	CCc1nc(SCC(=O)c2ccc3c(c2)OCCO3)c2ccccc2n1	43.4	nt
29	CC1CCN(c2ccccc2NC(=S)NC(=O)c2cccs2)CC1	11.2	nt
30	CCOC(=O)CN1CC23C=CC(O2)C(C(=O)Nc2cc(OC)ccc2OC)C3C1=O (centres undefined)	33.0	-6.7
31	CCN1C(=O)C(C(=O)Nc2ccc(OC)cc2)C2CC1(C)Oc1ccccc12 (centres undefined)	9.8	-12.1
32	Cc1ccc(CNC(=O)c2cccc(OCc3c(C)noc3C)c2)cc1	-10.2	-2.8
33	Cc1ccc(/C=N/NC(=O)CSCc2ccc(Cl)cc2)cc1	10.5	nt
34	COc1cccc(OC)c1OCCCCCc1c(C)n[nH]c1C	5.7	-32.0
35	O=C(O)C1CCCCN1S(=O)(=O)c1ccc2ccccc2c1 (centres undefined)	-9.0	nt
36	COc1cc(C(=O)ON=C2C(C)=CC(=O)C=C2C)cc(OC)c1OC	-8.8	nt
37	CCNc1nc(NCC)nc(N2CC(=O)N(CC(=O)OCC)C2=N)n1	-10.7	nt
38	O=c1ccn(Cc2ccccc2)c(=O)n1Cc1ccccc1	4.6	-82.4
39	C=CCn1c(=NC(=O)C2CC2)sc2cc(NC(C)=O)ccc21	12.8	-33.0
40	COc1ccc(C2C(C(=O)N3CCCC3)CC(=O)N2c2ccc(OC)cc2)cc1 (centres undefined)	7.1	-6.0
41	O=C(OCC(=O)c1c[nH]c2ccccc12)C1=COCCO1	3.0	-24.8
42	COc1ccc(/C=N/n2c(=O)[nH]c3c([nH]c4ccc(Br)cc43)c2=O)cc1CN1CCOCC1	-3.8	nt
43	Nc1nc(N)nc(-c2ccc(Cl)cc2)n1	2.7	nt
44	CCN(CC)CCN1C(=O)C(=O)/C(=C(/O)c2ccc(OC)cc2)C1c1cccs1 (centres undefined)	-14.6	nt
45	COc1ccc(-c2ccc(/C=C3\C(=O)N(c4ccccc4)N=C3c3ccccc3)o2)c([N+](=O)[O-])c1	1.4	nt
46	O=C(c1ccc(COc2ccccc2Br)o1)N1CCCCCC1	-12.2	-85.7
47	O=C(CSc1nc(-c2ccccc2)cs1)N1CCc2ccccc21	11.4	nt
48	Cc1cccc(C)c1NC(=O)/C(=C/c1ccco1)c1ccccc1	-6.1	nt
49	COc1cc(NC(=S)NC(=O)c2c(OC)cccc2OC)ccc1NC(=O)c1cccs1	8.4	nt
50	NC(=O)CC(NC(=O)Cc1ccc(Br)cc1)c1ccc(NCc2cc(F)ccc2F)c([N+](=O)[O-])c1 (centres undefined)	-4.8	nt
51	Cc1cccc(Nc2nc(N)nc(CSc3nccc(C)n3)n2)c1	-32.2	nt
52	O=C1CC(Nc2ccc(N3CCOCC3)cc2)C(=O)N1CCc1ccccc1 (centres undefined)	4.6	nt
53	O=C(Nc1nnc(-c2ccccc2F)s1)C1CCCO1 (centres undefined)	4.4	nt
54	CCC(=O)N1CCc2cc(Br)cc(S(=O)(=O)N3CCN(C(=O)c4ccco4)CC3)c21	10.8	-1.3
55	CCCCNC(=O)C1CCCN(S(=O)(=O)c2ccc(S(=O)(=O)NCC(C)C)cc2)C1 (centres undefined)	7.0	nt
56	CCOC(=O)Cc1csc(NC(=O)CSc2nc(C)cc(=O)[nH]2)n1	13.2	37.3
57	CCOc1ccccc1NC(=O)Cc1ccccc1OC	-16.2	-73.2
58	O=C(Cn1ncc2c(=O)oc3ccccc3c21)NC1CC1	0.1	-17.8
59	Cc1nc2cc(-c3ccsc3-n3c(C)ccc3C)[nH]n2c(=O)c1Cl	8.3	nt
60	CCOc1cc(C#N)c(NC(=O)c2cccnc2Cl)cc1OCC	0.7	nt

Additional entries follow.
item	structure	RmlC RmlD mix	RT RNaseH block
61	Cc1ccc(-c2nn3c(C)nnc3s2)cc1NC(=O)CSc1ccc(Cl)cc1	9.8	4.3
62	CCC(=O)N/N=C(\C)CC(=O)Nc1ccc2ccccc2c1	-12.0	nt
63	O=[N+]([O-])c1ccc2c(c1Nc1ccccc1)=NC1(CCCCC1)N=2	-68.2	nt
64	Cc1ccc(S(=O)(=O)N2CC3(C)CN(S(=O)(=O)c4ccc(C)cc4)CC(C)(C2)C3O)cc1 (centres undefined)	8.5	-2.5
65	CC1CCCC(C)N1C(=O)CSc1nnc(-c2cccs2)o1 (centres undefined)	-6.3	-2.7
66	Cc1ccccc1N(CC(=O)N/N=C/c1cc(C)n(-c2ccccc2C)c1C)S(C)(=O)=O	-8.1	nt
67	O=C(N/N=C/c1ccc([N+](=O)[O-])s1)c1ccccc1Br	-23.9	nt
68	CN(C(=O)COc1ccc(Cl)cc1)c1nnc(C23CC4CC(CC(C4)C2)C3)s1	7.5	nt
69	CC1=CC(C)(C)N(C(=O)C(C)N2C(=O)c3ccccc3C2=O)c2ccc(C)cc21 (centres undefined)	-8.7	nt
70	CC1=CC(C)(C)Nc2ccc(OC(=O)CN3C(=O)C4CCCCC4C3=O)cc21 (centres undefined)	5.0	nt
71	COc1ccc(C(=O)C[n+]2ccc3c(c2)nc(-c2cc(OC)c(OC)cc2OC)n3C)cc1	14.3	nt
72	O=C(NCCN1CCCCC1)Nc1ccccc1	-12.4	nt
73	COc1ccc(NS(=O)(=O)c2ccc(NS(=O)(=O)c3ccc(C)cc3)cc2)nn1	1.4	-4.7
74	CCOC(=O)COc1nc(Nc2ccccc2C)nc(N(C)C)n1	10.1	5.5
75	CCOc1ccc(C(=O)Nc2nnn(CC)n2)cc1	10.7	1.1
76	Cc1noc(/C=C/N(C)C)c1S(=O)(=O)N(C)CC(=O)NC1CCCCC1	nt	-19.1
77	O=c1cc(O)c2c(=O)n3c4c(cccc4c2o1)CCC3	nt	-16.1
78	COc1cccc(NC(=O)CNS(=O)(=O)c2ccc3nc(C)sc3c2)c1	nt	-6.9
79	CCOC(=O)c1ccc(-c2nnc(-c3ccc(Cl)cc3Cl)o2)cc1	-24.2	1.1
80	COC(=O)C1CCN(C(=O)/C=C/c2ccc(OC)cc2)CC1	69.4	nt
81	CCCn1c(CCc2ccccc2)nnc1SCC(=O)N1CCCC1	-14.5	-1.4
82	CC1=C(C(=O)c2ccccc2)C(c2cn(-c3ccccc3)nc2-c2ccc(Cl)cc2)NC(=S)N1 (centres undefined)	11.2	nt
83	COc1ccc(C2CN=NC23CCCc2ccccc2C3=O)cc1 (centres undefined)	5.8	nt
84	COc1ccc(C(=O)Nc2cc3c(cc2C#N)OCO3)cc1S(=O)(=O)NCc1ccco1	0.7	-10.7
85	O=C(NCc1cccs1)c1cc2ccccc2o1	-0.4	1.2
86	O=C(c1ccc(CN2CCc3ccccc3C2)cc1)N1CCCCC1	-8.9	3.6
87	Cc1cc(Nc2ccccc2)n(C(=O)c2ccc(Cl)cc2)n1	9.2	nt
88	COc1cc(-c2cn[nH]c2N)cc(OC)c1OC	-8.8	nt
89	O=C(O)CCC(=O)Nc1nnc(C(F)(F)F)s1	0.9	-8.6
90	Cc1sc2ncnc(OCC(=O)NCc3cccs3)c2c1C	17.4	-7.1
91	CN(C)CCC=C1c2ccccc2CCc2ccccc21	nt	-16.0
92	CC(C)(C)C(=O)NCCn1ccc2ccccc21	-7.9	nt
93	Cc1ccc(C)c(-n2c(Cc3cc(=O)[nH]c(=O)[nH]3)nnc2SCC(=O)NCC2CCCO2)c1 (centres undefined)	-11.3	-25.4
94	O=C(/C=C/c1ccc(O)cc1)c1ccc(NC2=C(N3CCCCC3)C(=O)c3ccccc3C2=O)cc1	-1.0	nt
95	CCCS(=O)(=O)NCCc1cc2ccc(C)cc2[nH]c1=O	12.1	-0.9
96	CC(/C=N\NC(=O)c1cccnc1)c1ccccc1 (centres undefined)	-7.1	nt
97	CC(/C=C/C=C/c1ccccc1)=N/NC(=O)CNc1ccc(C)cc1	-10.8	nt
98	CSCC[C@H](NC(=O)C1CCN(S(=O)(=O)c2ccc(C)cc2)CC1)C(=O)NCc1ccco1	2.0	4.0
99	Brc1c(NC2=NCCN2)ccc2nccnc12	nt	-1.2
100	CCOC(=O)CCCn1c(C)nc(=O)c(-c2ccccc2)c1C	-6.8	22.3
101	S=C(Nc1ccc2c(c1)OCO2)NC1CCN(Cc2ccccc2)CC1	-12.6	nt
102	CCCCSc1nsc(NC(C)=O)n1	-5.5	-1.6
103	Cc1n[nH]c(C)c1CCOc1ccc(C(C)C)cc1	4.4	nt
104	CC(=O)c1c(C(C)=O)c(C)n(NC(=O)c2ccc(Cl)cc2)c1C	10.6	nt
105	CCOC(=O)c1nn(-c2cccc(Cl)c2)c(C)c1C(C)=O	-12.2	nt
106	CCOC(=O)c1cnn(CCOC(=O)C(C)(C)C)c1NC(=O)C(C)(C)C	0.4	-10.7
107	O=C(Nc1cc(C(=O)N2CCCC2)ccc1N1CCCC1)C1CC1	2.9	nt
108	CCCCCCC(=O)N(O)C1CC(=O)N(c2ccc(C)cc2)C1=O (centres undefined)	7.2	nt
109	CC(C)NC(=O)CC(c1ccccc1)c1cc(Br)ccc1O (centres undefined)	6.2	nt
110	Cc1cc(N2CCN(C(=O)c3ccco3)CC2)n2nc(-c3cccc(Cl)c3)cc2n1	-1.4	-38.0
111	CCOc1cc(-n2nc(C)c(C#N)c2N)nc(SC)n1	14.7	nt
112	COc1ccccc1NC(=O)C(=O)NCC1COc2ccccc2O1 (centres undefined)	3.7	nt
113	CC1CCN(C(=O)COC(=O)[C@H](C)NS(=O)(=O)/C=C/c2ccccc2)CC1	7.5	nt
114	Cc1c(C(=O)N2CC(C)OC(C)C2)sc2nc(-c3ccc(F)cc3)cn12 (centres undefined)	nt	-1.4
115	COc1ccc(Br)cc1CNC(=O)C1CCCN(S(C)(=O)=O)C1 (centres undefined)	3.1	-8.5
116	O=C1CC(N2CCOCC2)C(=O)N1Cc1ccc(N2CCCC2=O)cc1 (centres undefined)	-5.6	-7.0

Shown with two lines to a compound: part of the list above
Fields: RmlC RmlD mix	RT RNaseH block
(115) COc1ccc(Br)cc1CNC(=O)C1CCCN(S(C)(=O)=O)C1 (centres undefined)
    3.1	-8.5
(110) Cc1cc(N2CCN(C(=O)c3ccco3)CC2)n2nc(-c3cccc(Cl)c3)cc2n1
    -1.4	-38.0
(114) Cc1c(C(=O)N2CC(C)OC(C)C2)sc2nc(-c3ccc(F)cc3)cn12 (centres undefined)
    nt	-1.4
(106) CCOC(=O)c1cnn(CCOC(=O)C(C)(C)C)c1NC(=O)C(C)(C)C
    0.4	-10.7
(103) Cc1n[nH]c(C)c1CCOc1ccc(C(C)C)cc1
    4.4	nt
(101) S=C(Nc1ccc2c(c1)OCO2)NC1CCN(Cc2ccccc2)CC1
    -12.6	nt
